High-throughput results deposited in PubChem BioAssay by National Center for Advancing Translational Sciences (NCATS).
IL-1B inflam inh = qHTS for Inhibitors of Inflammasome Signaling: IL-1-beta AlphaLISA Primary Screen; THP-1 LPS/ATP IL-1B secretion, AlphaLISA, 16 h; active compounds read low; activity change, % at 57.5 µM; actives 4.7% (n = 360,000); in the data active means activity change below about -50%; inconclusive means mostly about -30% to -49%; further: on the % scale 0 is the no-effect control and ±100 the full control effect
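Secreted IL-1B measured by AlphaLISA bead assay after 16 h compound exposure of THP-1 cells; compounds (final up to 57.5 uM) added 1 h before LPS (250 ng/mL) and ATP (1.25 mM) stimulation; lower signal means less secretion.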
HT1080NT lethal = qHTS for induction of synthetic lethality in tumor cells producing 2HG: qHTS for the HT-1080-NT fibrosarcoma cell line; HT-1080-NT fibrosarcoma viability, CellTiter-Glo ATP luminescence, 48 h; Potency, µM (highest dose often 46.1 µM), for the others: at the highest dose activity, negative = less viability, hits mostly cytotoxic; actives 1.6% (n = 360,000);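 further: NT is the 2HG producing partner of a matched IDH1 knockdown line; potency means the concentration at half of the fitted maximal effect; 0% = DMSO-treated cells and -100% = media-only wells without cells; nearly all actives have a fitted effect of over 55% in size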
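750 cells/well, RPMI + 5% FBS; 2 h settle, compound pin-transfer, 48 h at 37 degrees C. CellTiter-Glo 10 min RT, luminescence. Normalized to DMSO and media-only wells.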
MCF10A rerep = A quantitative high throughput screen for small molecules that induce DNA re-replication in MCF 10a normal breast cells | MCF 10A DNA re-replication, Hoechst nuclear intensity, 48 h | Potency, µM (highest dose often 46.1 µM), for inactives: at the highest dose activity, positive = re-replication, hits mostly activators | actives 2.9% (n = 350,000) | AID 624296, 2012; further: potency means the concentration at half of the fitted maximal effect; % of control where 0% means no effect; nearly all actives have a fitted effect of over 50% in size
HEK293 tox = qHTS of GLP-1 Receptor Inverse Agonists: Cytotox Screen | Potency, µM (top dose mostly 38.3 µM), for the others: at the top dose activity change, negative = inhibition, hits mostly inhibitors | AID 624418, 2012 | actives 0.13% (n = 410,000) | HEK293 cAMP-luciferase reporter cells, luminescence, 24 h;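 further: loss of luciferase light is scored as toxicity; potency means the concentration at half of the fitted maximal effect; on the % scale 0 is the no-effect control and ±100 the full control effect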
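Step one: seed cells (200 cells/uL, DMEM with 10% Nu serum, 1% pen-strep). Step two: 12-hour incubation at 37 deg C. Step three: pin 23 nL compound, incubate 24 hr. Step four: add luciferase reagent, read luminescence 12 min later.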
SW480 rerep = A quantitative high throughput screen for small molecules that induce DNA re-replication in SW480 colon adenocarcinoma cells. actives 1.8% (n = 340,000). SW480 DNA re-replication, Hoechst DNA content imaging, 48 h. Potency, µM (series often up to 46.1 µM), inactives show top-dose re-replication activation, usual class: activators; further: potency means the concentration at half of the fitted maximal effect; % of control where 0% means no effect; nearly all actives have a fitted effect of over 55% in size
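First, 250 cells per well were seeded. Next, compound or vehicle (23 nL) was pinned in, plates sat 48 hr at 37 C. Finally Hoechst was added for 40 min before fluorescence scanning.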
KB-3-1 tox = qHTS assay for MDR1-selective chemotherapeutics: Primary screen using the parental adenocarcinoma cell KB-3-1; KB-3-1 viability, CellTiter-Glo ATP luminescence, 72 h; Potency, µM (highest dose often 46.1 µM), inactives show at the top dose activity change, negative = cytotoxic, actives largely listed as cytotoxic; actives 1.4% (n = 400,000); AID 1347075, 2019; further: potency means the concentration at half of the fitted maximal effect; on the % scale 0 is the no-effect control and ±100 the full control effect; nearly all actives have a fitted effect of over 60% in size
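Cytotoxicity measured as CellTiter-Glo luminescence after 72 h at 37 C. Compound titrations were pinned onto drug-naive KB-3-1 parental adenocarcinoma cells grown in DMEM with 10% FBS, and normalized data fitted to concentration-response curves.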
HT1080 IDH1KD tx = qHTS for induction of synthetic lethality in tumor cells producing 2HG: qHTS for the HT-1080-IDH1KD cell line; HT-1080 IDH1 knockdown viability, ATP luminescence, 48 h; Potency, µM (series often up to 46.1 µM), without a hit: at the highest dose activity, negative = toxicity, actives largely listed as cytotoxic; actives 2% (n = 360,000); AID 686971, 2013;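 further: potency means the concentration at half of the fitted maximal effect; 0% = DMSO wells and -100% = cell-free medium wells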
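Assay cells: HT-1080 with IDH1 knockdown, 750 per well, RPMI/5% FBS. Exposure: 48 h at 37 °C following 2 h pre-incubation. Read: CellTiter-Glo luminescence; fitted concentration-response, curve class assigned.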
DRD3 agonist = qHTS of D3 Dopamine Receptor Agonist: qHTS; D(3) dopamine receptor (Homo sapiens), P35462; D3R DiscoveRx beta-arrestin cells, luminescence, 90 min; max activation, %; actives 0.58% (n = 410,000); AID 652048, 2013; in the data active means max activation above about 30%; further: 0% is about no effect; mostly tested at two doses, the higher about 12 µM
Target sequence (P35462 whole entry, looked up): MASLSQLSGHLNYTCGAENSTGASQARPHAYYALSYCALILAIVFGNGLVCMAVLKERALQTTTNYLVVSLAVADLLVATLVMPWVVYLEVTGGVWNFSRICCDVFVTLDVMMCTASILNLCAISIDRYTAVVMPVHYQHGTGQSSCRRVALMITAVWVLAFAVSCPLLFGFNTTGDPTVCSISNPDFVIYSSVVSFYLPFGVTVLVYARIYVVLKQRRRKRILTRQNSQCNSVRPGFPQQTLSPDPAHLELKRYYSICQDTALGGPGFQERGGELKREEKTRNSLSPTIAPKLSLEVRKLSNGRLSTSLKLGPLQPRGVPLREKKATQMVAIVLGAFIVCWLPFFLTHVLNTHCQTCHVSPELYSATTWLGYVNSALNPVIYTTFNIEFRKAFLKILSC
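Agonist mode: compounds and dopamine controls were applied to plated cells for 90 min at 37 degrees C after an overnight attachment at 1500 cells/well. Luminescent read-out followed 30 - 60 minutes at room temperature with DiscoveRx detection reagent.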
KB-V1 MDR tox = qHTS assay for MDR1-selective chemotherapeutics: Primary screen using the drug-selected MDR subline cells KB-V1; KB-V1 MDR cells viability, CellTiter-Glo, 72 h; actives 3.4% (n = 400,000); Potency, µM (titrated, usually from 46.1 µM), for inactives: top-dose activity change, negative = cytotoxicity, hits mostly cytotoxic; further: potency means the concentration at half of the fitted maximal effect; on the % scale 0 is the no-effect control and ±100 the full control effect; nearly all actives have a fitted effect of over 60% in size
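KB-V1 cells (P-gp-expressing MDR subline of KB-3-1) in phenol-red-free DMEM with 10% FBS were exposed to library compounds over a concentration series for 72 h at 37 degrees C. Viability read by CellTiter-Glo luminescence; concentration-effect curves fitted after normalization.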
Starred values were filed as active, the others as inactive; ? = inconclusive; nt = no result given; [ ] = dose if it differs, or a comment. Unless noted, the call rests on the fitted dose curve; in most records, active means well fitted curve in the direction sought with a large enough effect; inconclusive means small, poorly fitted or top-dose-only effect, or another doubt; inactive means no such curve, though single readings can be large; an effect the other way counts as inactive or inconclusive.

SMILES | IL-1B inflam inh | HT1080NT lethal | MCF10A rerep | HEK293 tox | SW480 rerep | KB-3-1 tox | HT1080 IDH1KD tx | DRD3 agonist | KB-V1 MDR tox
COc1ccc(-c2cc3c(=O)n(CC(=O)NCCN4CCCC4)nc(C)n3n2)cc1 | -6 | -3% | 15% | 0% | -6% | -2% | -3% | 3 | ?
O=C(N1CCCCC1)N1CCC(c2nc3ccccc3[nH]2)CC1 | -2 | 0% | 9% | -15% | -18% | 1% | 3% | 2 | ?
NC(=O)[C@@H]1CCCNc2c(I)cc([N+](=O)[O-])cc2C(=O)N[C@@H](CCC(=O)O)C(=O)N[C@@H](CO)C(=O)N1 | 26 | 4% | 4% | -11% | ? | 0% | -3% | -4 | 21%
Cc1nc(SCC(=O)Nc2ccc(S(=O)(=O)N3CCOCC3)cc2)c2c(C)c(C)sc2n1 | ? | -9% | ? | -30% | -6% | 5.8µM* | ? | 5 | -15%
Cc1ccc(C(=O)NN=C2CCCCCC2)s1 | -7 | -3% | -1% | -8% | -2% | 5% | 13% | -6 | -1%
COc1ccc(OC)c(NC(=O)c2sc3nc4c(cc3c2N)CCCCCC4)c1 | nt | nt | nt | -16% | nt | 9% | nt | 5 | -2%
O=C(O)CCCCCCNS(=O)(=O)c1ccccc1 | 16 | 2% | -2% | 8% | -21% | 3% | 3% | 0 | 17%
O=C(NC1CCCCC1)C(c1ccccc1)N(Cc1ccco1)C(=O)c1csnn1 (configuration not stated) | -19 | 2% | -7% | -10% | -4% | -3% | -8% | -7 | -17%
COc1cccc2cc(C(=O)Oc3ccc(NC(C)=O)cc3)c(=O)oc12 | -2 | 0% | -10% | -3% | 1% | 18% | 10% | 1 | 16%
CCOc1cc(N2CCOCC2)c(OCC)cc1NC(=O)c1cnccn1 | -18 | 0% | 0% | 14% | 0% | ? | -1% | -2 | 0%
O=C(C[n+]1cccc(NC(=O)c2ccccc2)c1)c1ccccc1 | 18 | -1% | 24% | 9% | -3% | -1% | 0% | -19 | 8%
N/C(=N\OC(=O)Nc1ccc(Cl)cc1)c1ncc(C(F)(F)F)cc1Cl | -1 | 0% | -3% | -9% | 2% | 0% | 2% | -10 | 0%
CC(=O)NCCNS(=O)(=O)c1ccc(C)c([N+](=O)[O-])c1 | 31 | 7% | 1% | 17% | 2% | -9% | 0% | -11 | -10%
O=C(Oc1ccc(N(Cc2cccs2)C2=NS(=O)(=O)c3ccccc32)cc1)c1ccccc1 | 7 | -4% | -1% | 5% | -1% | -4% | -5% | 4 | 16µM*
O=Nc1c2ccc[nH]c-2c2ccc([N+](=O)[O-])cc12 | ? | 21% | -6% | -1% | -4% | 1% | ? | -13 | -8%
COc1ccc2c(c1)C1=C(CC2)C(c2ccc(C)cc2)NC(=S)N1 (configuration not stated) | 4 | ? | ? | ? | 5% | -21% | -16% | -7 | -2%
O=C(O)c1ccc(-c2ccccc2)[nH]1 | 5 | 3% | 8% | -9% | -9% | 4% | -1% | 3 | 28%
COCCN1CC(C(=O)NCc2ncccc2C)CCC1=O (configuration not stated) | 13 | 19% | 1% | -13% | -28% | 9% | -2% | 8 | ?
CCc1nnc(NC(=O)CSc2nc(-c3ccc(OC)cc3)ns2)s1 | 42 | 8% | 1% | -9% | -8% | 12% | 7% | 2 | 3%
CSCC(CO)NS(=O)(=O)c1ccc(C)cc1 (configuration not stated) | 12 | 2% | 2% | -3% | -7% | 14% | 16% | 2 | 14%
COc1cc(OC)cc(C(=O)N[C@H](C(=O)Nc2nc3ccc(S(C)(=O)=O)cc3s2)C(C)C)c1 | 0 | 14% | 0% | -1% | -9% | 14% | 8% | 1 | ?
O=C(Nc1ccc(F)cc1)c1nc[nH]c1C(=O)Nc1ccc([N+](=O)[O-])cc1 | -1 | 2% | -2% | -14% | -2% | ? | -12% | -3 | -25%
Cc1ccc(S(=O)(=O)Oc2ccccc2/C=N/N=C(N)N)cc1 | -127* | -9% | -10% | 3% | ? | -7% | ? | -24 | 1%
Cc1ccc2c(c1)[C@@H]1CN(C)CC[C@@H]1N2S(=O)(=O)c1ccc(F)cc1 | -10 | -2% | -3% | -21% | 3% | 0% | -9% | -21 | 2%
CC(=O)N1CCN(C(=S)NC(=O)c2ccc(S(=O)(=O)N3CCOCC3)cc2)CC1 | 16 | 10% | -18% | -7% | 0% | -5% | 18% | 3 | 1%
S=c1nc(C2COc3ccccc3O2)[nH][nH]1 (configuration not stated) | -1 | -6% | -4% | 1% | -16% | 7% | -3% | 3 | 14%
O=C(c1cccc(S(=O)(=O)Nc2ccc(Br)cc2)c1)N1CCC1 | 8 | -2% | -11% | 0% | -8% | -5% | -2% | -1 | -1%
O=C(NCCCN1CCN(c2ccc(F)cc2)CC1)c1ccc2nc(CCc3ccccc3)oc2c1 | nt | nt | nt | -7% | nt | 0% | nt | -1 | -18%
COC(=O)c1ccc([N+](=O)[O-])c(CS(=O)(=O)c2ccc(Cl)cc2)c1 | 72 | 7% | 4% | 1% | 0% | 17% | 9% | -8 | -2%
C/C(=N/NC(=O)Cn1nc2ccccc2n1)c1ccc(F)cc1 | -2 | 1% | -5% | -3% | -5% | 0% | -1% | -15 | 0%
COC(=O)c1sc(NC(=O)c2ccc(OC)cc2OC)nc1C | 2 | -8% | 93%[0.0737 µM] | -4% | -6% | -6% | -15% | -2 | -1%
O=C1NC[C@H](CCCCN2C[C@H](Cc3ccc(O)cc3)N(CCc3ccc(O)cc3)C(=O)C2=O)N(CCc2ccc(O)cc2)C1=O | 36 | 6% | nt | 2% | nt | 16% | 14% | 2 | 1%
COc1ccc(C(=O)CSc2nnc(CNC(=O)c3ccc(S(=O)(=O)N(C)C)cc3)o2)cc1 | 10 | -11% | 0% | 11% | -12% | 1% | -1% | 3 | -13%
COc1ccc(NC(=O)Nc2ccc(F)cc2F)cc1 | -22 | 16% | 2% | 1% | -5% | 5% | 18% | -7 | 12%
O=C(Nc1ccc(Oc2cccnc2)nc1)c1ccc(C(F)(F)F)cc1 | ? | -17% | 11% | -10% | 2% | -23% | ? | 13 | ?
C#CCOCCOCCOCCNc1nc(N2CCOCC2)nc(N2CCN(C(=O)CCCCCCCCCCNC(=O)[C@@H](CCC(=O)O)n3cc(CCCCCN)nn3)CC2)n1 | 13 | 8% | -14% | 19% | -9% | 17% | 16% | -11 | 7%
O=C(Nc1ccc(Cl)cc1)c1cc2c(-c3ccccc3)nn(-c3ccccc3)c2s1 | nt | nt | nt | -3% | nt | -6% | nt | -2 | -20%
O=C(c1ccco1)N1CCN(Cc2nc3cc(Cl)ccc3c(=O)[nH]2)CC1 | 0 | -30% | 0% | -4%[7.66 µM] | -2% | ? | ? | 2 | 4%
Cc1cccc(NC(=O)c2nc[nH]c2C(=O)N[C@@H](C)C(=O)OCc2ccccc2)c1 | 11 | 5% | ? | -4% | 3%[9.22 µM] | 9% | 13% | 10 | -7%
O=C(COC(=O)C1CCCN1C(=O)C12CC3CC(CC(C3)C1)C2)c1ccc(Br)cc1 (configuration not stated) | -11 | 5% | ? | 9% | -17% | -8% | 18% | -8 | -3%
O=C(NCc1nnnn1-c1ccc(F)cc1)C(=O)c1c[nH]c2ccccc12 | 34 | -8% | nt | 4% | nt | -2% | -5% | -5 | -1%
Fc1ccc(OCCCCCCN2CCCC2)cc1 | 19 | 7% | ? | 4% | -2% | -9% | -4% | -33 | 0%
CN(C)C(CNC(=O)c1cccc(OC(F)F)c1)c1ccco1 (configuration not stated) | 5 | 21% | 3% | -13% | -3% | 24% | 21% | -2 | 17%
COc1ccc(OC)c(/C=C/C(=O)NC2=NCCS2)c1 | -8 | 0% | ? | 13% | 0% | -16% | -7% | -1 | -2%
O=C(O)c1cccc(-c2csc(C(O)(c3ccccc3)C(F)(F)F)n2)c1 (configuration not stated) | -9 | 17% | nt | -14% | nt | 0% | 5% | 7 | 2%
COc1cc2ccccc2cc1C(=O)N/N=C/c1cccnc1 | -11 | -12% | -2% | 2% | 1% | 16µM* | ? | -10 | ?
O=C1NC[C@H](Cc2ccc(O)cc2)N(C[C@@H]2CCCN2C[C@H](Cc2ccccc2)N2C[C@H](Cc3ccccc3)N(CC3CCCCC3)C(=O)C2=O)C1=O | -16 | ? | nt | 2% | nt | ? | ? | -1 | -5%
Cc1nc2c(n1O)CCC/C2=N\O | 10 | 8% | -3% | -12% | -14% | 0% | 14% | -4 | 0%
CC(C)c1ccc2oc(-c3cc(N)ccc3O)nc2c1 | 0 | -10% | 29% | -4% | 6% | 1% | -20% | 16 | 18µM*
CCOC(=O)C1=C(C)N(C)C(=O)NC1c1cc2c(cc1Br)OCO2 (configuration not stated) | 8 | -3% | 0% | -15% | -2% | -4% | -2% | 1 | -3%
Cc1ccc(C(=O)OCC(=O)N2c3ccccc3NC(=O)C2(C)C)cc1S(=O)(=O)N1CCCCC1 | -19 | -19% | ? | 3% | -1% | ? | -19% | -3 | -10%
